# Bioassay records deposited in PubChem BioAssay by Broad Institute.
# Casp6 inh – caspase-6 (human) enzyme inhibition | P55212 | purified caspase-6, Z-VEID-R110 cleavage fluorescence | inhibition, % at 12.5 µM | 0.53% of 350,000 active | AID 686996;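 active = mean inhibition across replicates at least about 35%, with every replicate also reaching that limit, limit read from the data; inconclusive = only one of the two criteria met; inactive = neither criterion met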;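 note: 0% = median of neutral control wells and 100% = no fluorescence left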
# Target sequence (P55212 24-179 limits assumed): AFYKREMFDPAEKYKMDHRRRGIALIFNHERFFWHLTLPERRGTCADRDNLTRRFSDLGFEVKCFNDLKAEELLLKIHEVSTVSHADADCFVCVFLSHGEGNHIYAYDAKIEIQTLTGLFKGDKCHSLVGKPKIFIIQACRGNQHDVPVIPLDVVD
# Target sequence (P55212 194-293 limits assumed): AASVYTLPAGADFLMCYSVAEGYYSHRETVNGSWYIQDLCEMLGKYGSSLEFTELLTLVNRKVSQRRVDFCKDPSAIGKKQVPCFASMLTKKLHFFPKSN
# S100A4 MyoIIA – blocks human S100A4 binding to myosin IIA peptide; P26447; S100A4/TAMRA-MyoIIA peptide fluorescence polarization; inhibition, % at 10.7 µM; 0.14% of 360,000 active;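 active = mean inhibition of at least 70% across replicates, with every replicate also reaching that level; inconclusive = mean inhibition reaches 70% but some replicates fall short; inactive = mean inhibition below 70%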
# Target sequence (P26447 whole entry, looked up): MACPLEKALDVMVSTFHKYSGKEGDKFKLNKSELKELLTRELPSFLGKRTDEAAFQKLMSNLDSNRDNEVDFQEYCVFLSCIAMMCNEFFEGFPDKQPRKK
#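 incubation = readout 5 min after mixing, signal stable up to 60 min | system = S100A4 monomer protein | buffer or medium = HEPES pH 7.2 with CaCl2, KCl, NaCl, DTT, Triton | benchmarks = neutral control DMSO, positive control TFP | also added = fluorescent myosin IIA peptide, 5 nM | compound dosing = one concentration per compound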
# FN deposition inh – fibronectin deposition inhibition; AH1F fibroblasts, Alexa488-fibronectin deposition fluorescence, overnight; inhibition, % at 12.6 µM; 0.086% of 350,000 active; AID 743247;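 active = mean inhibition across replicates of 30% or more, regardless of how many single replicates reach that level; inconclusive = mean under 30% yet at least half of replicates reach 30%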;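 note: positive control wells lacked labelled fibronectin entirely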
#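 Assay system: AH1F fibroblast monolayer, labelled fibronectin deposition. Amount: 10000 cells per well. Also added: labelled fibronectin 24 nM. Compound: single-point pinned compound. Incubation: cell attachment 1 h, compound and FN exposure overnight. Detection: fluorescence after three HBSS washes, excitation 485 nm, emission 525 nm. Read-out: inhibition of fibronectin deposition signal.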
# LGR2 antag – Drosophila LGR2 receptor signaling inhibition; HEK293 LGR2, CRE-luciferase, bursicon-stimulated, 4 h; inhibition, % at 9.99 µM; 0.35% of 380,000 active; AID 720647;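 active = drop in luminescence signal, shown as inhibition above about 50% in the replicate tests, limit read from the data, passing the limit was not always enough; inconclusive = probably only some replicates passing the limit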;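 note: agonist challenge used bursicon conditioned medium at about half maximal strength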
# esBAF inh – blocks esBAF chromatin remodeling in mouse ES cells. Bmi1-luciferase knock-in reporter, 24 h; 100% = twice the neutral-well signal. reporter increase, % at 12.5 µM. AID 602393. 2% of 350,000 active; in the data active = activation above about 40%; inconclusive = no clear call, values can overlap the other calls;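 note: 0% = median of the plate's neutral control wells and 100% = double that signal; a rise in the Bmi1 reporter signal indicates esBAF inhibition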
# SIRT5 inh – sirtuin-5 (human) deacylase inhibition. Q9NXA8. Purified SirT5, succinyl-peptide AMC, trypsin-coupled fluorescence. inhibition, % at 15 µM. 1.1% of 330,000 active; in the data active = inhibition above about 15%; inconclusive = no clear call, values can overlap the other calls
# Target sequence (Q9NXA8 whole entry, looked up): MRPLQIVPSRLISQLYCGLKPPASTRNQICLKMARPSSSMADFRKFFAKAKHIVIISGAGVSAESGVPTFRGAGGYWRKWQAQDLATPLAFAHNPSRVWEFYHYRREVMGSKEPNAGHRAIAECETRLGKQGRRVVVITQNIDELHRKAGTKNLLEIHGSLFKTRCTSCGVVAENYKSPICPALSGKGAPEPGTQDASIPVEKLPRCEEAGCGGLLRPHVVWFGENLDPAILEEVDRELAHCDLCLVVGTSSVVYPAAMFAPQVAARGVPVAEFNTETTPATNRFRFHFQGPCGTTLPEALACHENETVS
# Statin myotox sup – suppressors of simvastatin-induced myotoxicity in C2C12 myotubes; 0.78% of 330,000 active; ATP luminescence, 48 h; scaled: DMSO 0, geranylgeraniol control 100; rescue of ATP level, % at 7.49 µM;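 active = mean ATP rescue above about 67%, or every replicate alone reaching that limit, limit read from the data, passing the limit was not always enough; inconclusive = no clear call, values can overlap the other calls; inactive = mean under the limit and some replicate under it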;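 note: myotubes were challenged with 10 µM simvastatin during compound exposure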
# The depositor's hits bear a star; ? = inconclusive; . = no result given. Only part of the results is shown; count on the stated rates, not on these rows.
SMILES,Casp6 inh,S100A4 MyoIIA,FN deposition inh,LGR2 antag,esBAF inh,SIRT5 inh,Statin myotox sup
CC(C)CC(=O)Nc1nnn(C)n1,.,.,2,.,-5,.,7
CCCCn1c(N)c(N(CCOC)C(=O)c2ccc3c(c2)OCCO3)c(=O)[nH]c1=O,0,-5,1,-15,.,3,.
C[C@H](CO)N1C[C@H](C)[C@H](CN(C)C(=O)C2CC2)Oc2ncc(Br)cc2C1=O,.,.,-6,11,-4,.,22
CCC(=O)N(C)C[C@H]1Oc2cc(Br)ccc2S(=O)(=O)N([C@H](C)CO)C[C@H]1C,3,-3,-7,11,1,-3,-7
Cc1ccccc1CSc1nnc(C)n1N,21,-10,.,14,-7,0,19
O=C(C[C@H]1C[C@H]2c3cc(NC(=O)c4cccnc4)ccc3O[C@H]2[C@H](CO)O1)NCC(F)(F)F,1,4,.,-3,-3,-1,-3
COc1cccc(C(=O)n2ccc(-c3cccs3)n2)c1,2,-5,-8,10,2,4,132*
CCC(=O)N1CCN(c2cc(NCC3CCCO3)c(F)cc2[N+](=O)[O-])CC1 (stereo not drawn),17,-2,2,27,.,-2,.
CCC(C(=O)NC1CCCCCC1)n1nc(C)c2c(C)n(-c3ccccc3)nc2c1=O (stereo not drawn),4,-7,1,-12,24,-6,29
O=C(OCC(=O)N1CCCc2ccccc21)c1ccc(F)c(S(=O)(=O)N2CCOCC2)c1,3,10,1,0,3,-1,-6
Cc1noc(C)c1NC(=O)N(C)C[C@H]1Oc2ccc(NC(=O)Nc3ccc(F)cc3)cc2CC(=O)N([C@@H](C)CO)C[C@@H]1C,2,-14,.,-3,-2,1,-27
COc1ccc(C(=O)NCCN2CCOCC2)c(OC)c1OC,4,2,16,-1,-5,-4,7
CCNC[C@H]1[C@@H](c2ccc(C3=CCCC3)cc2)[C@@H](CO)N1C(=O)C1CCCC1,1,-6,8,-3,.,3,.
C[C@H]1CN([C@@H](C)CO)C(=O)c2cccc(NC(=O)Nc3ccc(F)cc3)c2O[C@@H]1CN(C)C(=O)Nc1ccc(C(F)(F)F)cc1,2,0,9,-6,5,6,-92
Cc1ccc(-c2c(C)nn3c(N4CCOCC4)cc(C)nc23)cc1,-2,-1,9,-6,-2,-5,-9
CC1=C(C(=O)Nc2ccccc2C(=O)NC2CCCCC2)SCCO1,-1,1,0,1,-1,-3,-11
O=[N+]([O-])c1cc(-c2cccnc2)n[nH]1,0,-1,-2,-6,.,.,-3
C[C@@H]1CN([C@@H](C)CO)C(=O)c2cc(C#CCc3ccccc3)cnc2O[C@H]1CN(C)C(=O)C1CCC1,-1,27,.,-7,4,-7,-57
Cc1nn(CC(=O)NCCCN2CCCCC2)c(=O)c2cc(-c3ccccc3)nn12,-3,-1,1,8,-6,4,4
C#CCNC(=O)C[C@@H]1C[C@@]2(C(=O)OC)CC(C)(C)CC=C2N(Cc2cccc3ccccc23)C1=O,1,2,0,35,.,.,.
COc1ccc2oc(=O)cc(-c3cc4cccc(OC)c4o3)c2c1,-1,2,-2,-9,-3,-18,-27
O=C(N[C@@H]1C=C[C@H](CC(=O)N2CCCCC2)O[C@@H]1CO)c1ccccn1,3,12,.,20,-2,15,-9
COc1ccc(NC(=O)CC(NC(C)c2ccccc2)C(=O)O)cc1 (stereo not drawn),1,1,-2,7,4,-1,-1
CN1C(=O)CC(N2CCC(c3nc4ccccc4[nH]3)CC2)C1=O (stereo not drawn),5,-2,-7,5,-8,.,-1
Clc1cccc(Cl)c1Cn1cnc(=NCc2ccco2)c2[nH]cnc21,.,.,3,.,0,.,-11

# Molecules from the list above that have a nitro group on carbon (2):
SMILES,Casp6 inh,S100A4 MyoIIA,FN deposition inh,LGR2 antag,esBAF inh,SIRT5 inh,Statin myotox sup
CCC(=O)N1CCN(c2cc(NCC3CCCO3)c(F)cc2[N+](=O)[O-])CC1 (stereo not drawn),17,-2,2,27,.,-2,.
O=[N+]([O-])c1cc(-c2cccnc2)n[nH]1,0,-1,-2,-6,.,.,-3

# Continued.
SMILES,Casp6 inh,S100A4 MyoIIA,FN deposition inh,LGR2 antag,esBAF inh,SIRT5 inh,Statin myotox sup
COC1CCCCC1NS(=O)(=O)c1ccc(Cl)cc1 (stereo not drawn),-1,-6,-4,.,2,4,.
CCN(CC)S(=O)(=O)c1ccc(S(=O)(=O)N2CCCC2)cc1,-1,3,6,.,.,-1,.
O=C(NNc1ncccc1-n1cccc1)c1ccc(Cl)cc1,-2,-1,8,0,-2,-4,4
COc1cc(N)c(Cl)cc1C(=O)OCC(=O)Nc1ccc(N2CCOCC2)cc1,-5,-2,4,7,-4,-4,-2
COc1cccc(C(CC(=O)O)NS(=O)(=O)c2ccc3c(c2)N(C(C)=O)CC(C)O3)c1 (stereo not drawn),3,5,4,11,-5,0,10
Cc1ccc(C)c(NC(=O)Cn2nnc(C(=O)Nc3c(C)cccc3C)c2N)c1,.,.,0,.,-2,.,20
O/N=C/c1ccc(-c2cc(Cl)ccc2Cl)o1,-1,8,5,.,.,8,.
CCc1nc(SCc2ccc(C(=O)OC)o2)n[nH]1,-2,-10,-1,-6,7,-2,-2
CC(Oc1ccc(Cl)cc1Cl)c1ccnc(N)n1 (stereo not drawn),0,2,4,-1,-1,-3,3
CCC(C)(C)NC(=O)CCCSc1nc2ccccc2[nH]1,-3,0,-2,10,4,-3,-5
C[C@@H]1CCCCO[C@@H](CN(C)Cc2ccc(C(F)(F)F)cc2)[C@@H](C)CN([C@@H](C)CO)C(=O)c2cc(NC(=O)Nc3cccc4ccccc34)ccc2O1,.,.,-5,8,4,.,.
O=C(C1CC1)N1C[C@H]2[C@@H](c3ccccc31)[C@H](CO)N2Cc1ccccc1Cl,-1,6,-3,16,-6,5,-6
CS(=O)(=O)N1CCC(C(=O)Nc2ccccc2Sc2ccccc2)CC1,.,.,2,.,5,.,10
CN1CCC[C@@H]1CCNC(=O)c1cccc2c1C(=O)c1ccc(N3CCCC3)cc1S2(=O)=O,-7,-5,-3,-13,-1,.,3
CCOc1ccc(NC(=O)CN2CCc3cc4c(cc3C2)OCCCO4)cc1OCC,-2,-14,1,10,4,-7,-5
COc1ccc2cc(C3CC(c4ccco4)=NN3S(=O)(=O)c3ccccc3)c(Cl)nc2c1 (stereo not drawn),.,.,-5,9,2,.,-9
O=C(Nc1ccccc1F)c1cc2c(s1)-c1ccccc1S(=O)(=O)C2,-1,1,3,4,.,24*,.
Cc1cc(C(=O)COc2ccc(C#N)cc2)c(C)n1CC1CCCO1 (stereo not drawn),-1,3,0,.,22,.,-15
CC1CN(C(C)C)C(=S)NC1=O (stereo not drawn),-1,-18,-4,37,.,-3,.
C[C@H]1CN([C@@H](C)CO)S(=O)(=O)c2ccc(C#CC(C)(C)O)cc2O[C@H]1CN(C)Cc1ccncc1,-1,14,-1,3,-6,-2,-11
Cc1noc(C)c1S(=O)(=O)N(C)C[C@H]1Oc2c(NC(=O)c3cnccn3)cccc2C(=O)N([C@H](C)CO)C[C@H]1C,-6,0,0,-22,2,1,30
CCN(CC)S(=O)(=O)c1ccc(OC(C)C)c(N)c1,-1,-3,-11,9,.,-4,.
CN(C)C(=O)[C@H]1[C@H](CO)[C@H]2Cn3c(ccc(C4=CCCC4)c3=O)[C@@H]1N2C(=O)Nc1ccccc1,-1,3,.,10,-3,-13,-14
COc1ccc(S(=O)(=O)NCC(=O)NCc2cc(=O)n(C)c(=O)n2C)cc1C,0,6,-34,3,0,-1,0
COC(=O)c1ccc(C(C(=O)NC2CCCCC2)N(Cc2ccccc2)C(=O)Cc2cccs2)cc1 (stereo not drawn),.,.,4,16,7,.,-7
# (further entries)
SMILES,Casp6 inh,S100A4 MyoIIA,FN deposition inh,LGR2 antag,esBAF inh,SIRT5 inh,Statin myotox sup
CNC[C@H]1Oc2ccc(NS(=O)(=O)c3cccs3)cc2CC(=O)N([C@H](C)CO)C[C@H]1C,2,-11,-4,-14,-2,-2,6
O=C(/C=C/c1cccs1)Nc1cccc(NC(=O)/C=C/c2cccs2)n1,-1,5,10,43,?,-6,-37
C[C@@H]1CN([C@H](C)CO)C(=O)c2cc(NC(=O)CCC(F)(F)F)ccc2O[C@@H]1CN(C)C,0,-24,.,16,-2,-3,11
CCOC(=O)C(CC)(CC)C(=O)/C=C/c1ccc(OC)cc1,-2,-2,-12,13,.,0,.
COc1ccc(NC(=O)CN(C)C(=O)c2cc(-c3ccc(Cl)cc3)nc3ccccc23)cc1,3,-4,-4,-10,.,-4,.
Cc1ccccc1NC(=O)c1cccc(NC(=O)CCC(=O)O)c1,-3,-15,8,-26,.,5,.
CN(c1ccccc1)S(=O)(=O)c1cccc(NC(=O)c2ccc(=O)[nH]c2)c1,2,-1,-1,-19,-5,-1,5
CCOc1ccc(C(=O)Nc2cccc3nsnc23)cc1[N+](=O)[O-],0,4,.,13,.,-3,.
CCCCN1C(=O)C(CC(=O)NCc2cccc3ccccc23)CC(C(=O)N(C)C)=C1C (stereo not drawn),0,-1,4,-2,-5,0,-6
O=C(NC(CC(=O)N1CCN(c2ccccc2O)CC1)c1ccccc1)c1ccccc1Cl (stereo not drawn),-122,-1,0,5,-6,-10,-13
O=C1c2ccccc2C(Nc2ccc3c(c2)OCO3)N1Cc1ccc2c(c1)OCO2 (stereo not drawn),0,-1,-6,7,13,-4,-1
C[C@@H]1CN([C@H](C)CO)S(=O)(=O)c2ccc(-c3ccccc3)cc2O[C@H]1CN(C)C(=O)CC1CC1,2,10,.,4,-2,1,-59
CN(C)/C=N/c1nc(-c2ccc3c(c2)OCO3)cs1,0,7,10,.,22,3,-9
COc1ccc(OC)c(N2C(=O)[C@@H]3C(c4ccccc4Cl)=NO[C@@H]3C2=O)c1,.,.,.,-6,3,.,0
COc1cccc(C#Cc2c(CO)[nH]c3ccccc23)c1,-1,2,-3,.,7,.,31
COc1ccc2c(c1)[nH]c1c(=O)n(CCN3CCOCC3)cnc12,2,0,1,11,.,-1,.
N#Cc1ncc(Cl)c2ccccc12,-2,-9,4,-7,.,.,.
Cc1ccc(S(=O)(=O)Nc2ccc3c(c2)C(=O)N([C@H](C)CO)C[C@@H](C)[C@H](CN(C)S(=O)(=O)c2ccccc2)O3)cc1,-3,-10,-10,-9,0,-3,29
CC(C)C(=O)Nc1ccc2c(c1)C(=O)N(C)[C@@H]1CC[C@H](CC(=O)NCC3CC3)O[C@@H]1CO2,-1,3,-13,6,3,2,15
Oc1cc(-c2ccncc2)cc2cccnc12,.,-2,24,36,-80,.,2
CN(C)C(=O)[C@H]1[C@H](CO)[C@H]2Cn3c(ccc(-c4ccccc4)c3=O)[C@@H]1N2CC1CCCC1,-1,2,.,8,1,0,-11
Cc1cc(C)c(C)c(/C=C(/C#N)C(N)=S)c1C,.,.,16,.,6,.,-17
CC1(C)C(=O)OC(c2cccs2)C2(CCCCC2)C1=O (stereo not drawn),.,.,-6,.,1,.,3
Cc1ccccc1NC(=S)N1CCCN(Cc2ccc(F)cc2)C1,-14,0,14,-3,-3,0,3
C=Cc1ccc(CSc2cc(C)nc3nc(C)nn23)cc1,0,-6,5,.,2,-3,-4
CC(=O)c1cccc(NC(=O)Nc2nc(C)cc(C)n2)c1,-6,-3,.,-5,.,-1,.
COc1ccc(-n2nc(C(=O)Nc3ccc4c(c3)OCO4)c3c4ccccc4n(C)c3c2=O)cc1,.,.,-3,.,-8,.,-8

# Entries of single compounds, looked up by structure.
# Results for `CN(C)/C=N/c1nc(-c2ccc3c(c2)OCO3)cs1` : Casp6 inh = 0; S100A4 MyoIIA = 7; FN deposition inh = 10; LGR2 antag = .; esBAF inh = 22; SIRT5 inh = 3; Statin myotox sup = -9
# Results for `CCC(C)(C)NC(=O)CCCSc1nc2ccccc2[nH]1` : Casp6 inh = -3; S100A4 MyoIIA = 0; FN deposition inh = -2; LGR2 antag = 10; esBAF inh = 4; SIRT5 inh = -3; Statin myotox sup = -5
